D2 antag: antagonists of human D2 dopamine receptor | P14416 | 2% of 340,000 active | HEK293 TREx D2 cells, calcium flux, dopamine EC80 | inhibition, % at 10 µM; in the data active = inhibition above about 30%; also: 0% is about no effect
Target sequence (P14416 whole entry, looked up): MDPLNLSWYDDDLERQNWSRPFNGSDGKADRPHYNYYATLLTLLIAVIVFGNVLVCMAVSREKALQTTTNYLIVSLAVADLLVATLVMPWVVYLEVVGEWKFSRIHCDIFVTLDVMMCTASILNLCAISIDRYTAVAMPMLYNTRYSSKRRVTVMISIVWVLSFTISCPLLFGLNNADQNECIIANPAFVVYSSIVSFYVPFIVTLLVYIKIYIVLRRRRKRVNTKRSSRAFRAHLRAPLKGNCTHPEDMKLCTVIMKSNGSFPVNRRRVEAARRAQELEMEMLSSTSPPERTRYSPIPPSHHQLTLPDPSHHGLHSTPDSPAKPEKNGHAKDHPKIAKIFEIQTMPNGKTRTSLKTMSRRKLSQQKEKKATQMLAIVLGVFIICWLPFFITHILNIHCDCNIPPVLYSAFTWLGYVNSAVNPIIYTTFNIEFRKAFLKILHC
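Read-out: kinetic calcium fluorescence (1 cycle/s) in inducible HEK293 T-REx D2 cells after an EC80 dopamine addition that followed 180 s compound preincubation. Loss of the dopamine response indicates antagonism.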
RXFP1 antagonist: blocks the human relaxin receptor RXFP1; activity change, negative = inhibition, % at 57.5 µM; Q9HBX9; AID 1259400; HEK293-RXFP1, relaxin-stimulated cAMP HTRF, 30 min; active compounds read low; 0.59% of 350,000 active;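 active = activity change of -60% or lower, but not beyond a set lower limit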; also: % is scaled to controls: 0 for no effect and ±100 for the full control effect
D2 ag: D2 dopamine receptor (human) agonism. HEK293 T-REx D2 cells, calcium flux agonist mode. activation, % at 2 µM. AID 485358. P14416. 0.53% of 340,000 active;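 active = activation over 3 SD above normal in the single-dose calcium agonist read, cut at about 30% in these data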; also: 0% is about no effect
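Agonism scored from kinetic calcium signal (1 read/sec, 180 s) following compound pin transfer, after a 10 s baseline. Cells: HEK293 Trex line expressing inducible D2 receptor coupled to calcium, dye-loaded after overnight culture at 30 C.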
D1 PAM: enhances dopamine response at the human D1 receptor | P21728 | HEK293 TREx D1 cells, calcium flux, dopamine EC20 potentiation | potentiation, % at 10 µM | 0.036% of 360,000 active | AID 504651; in the data active = potentiation above about 30%; also: 0% is about no effect
D1 antagonist: antagonists of human D1 dopamine receptor. P21728. HEK293 TREx D1 cells, calcium flux, dopamine EC80; active compounds read low. activity change, negative = inhibition, % at 10 µM. 3.2% of 360,000 active; in the data active = activity change below about -30%; also: % is scaled to controls: 0 for no effect and ±100 for the full control effect
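Inducible Hek293 Trex D1 cells (tetracycline, overnight, 30 C). Calcium dye 30–90 min RT. Antagonist mode: EC80 dopamine added after 180 s compound read.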
D2 PAM: positive allosteric modulators of human D2 dopamine receptor; AID 485347; 0.34% of 340,000 active; HEK293 T-REx D2, calcium flux, EC20 dopamine potentiation; P14416; potentiation, % at 10 µM;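 active = potentiation over 3 SD above the plate norm, cut at about 30% in these data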; also: 0% is about no effect
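Primary screen. Calcium kinetics in induced HEK293 T-REx D2 cells: compound pre-addition 180 s, EC20 dopamine, 180 s more.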
TRHR agonist: activates the human TRH receptor; activation, % at 2 µM; TRHR cells, calcium flux fluo-8, FDSS agonist mode; P34981; 0.18% of 360,000 active; AID 493084; also: 0% is about no effect
Target sequence (P34981 whole entry, looked up): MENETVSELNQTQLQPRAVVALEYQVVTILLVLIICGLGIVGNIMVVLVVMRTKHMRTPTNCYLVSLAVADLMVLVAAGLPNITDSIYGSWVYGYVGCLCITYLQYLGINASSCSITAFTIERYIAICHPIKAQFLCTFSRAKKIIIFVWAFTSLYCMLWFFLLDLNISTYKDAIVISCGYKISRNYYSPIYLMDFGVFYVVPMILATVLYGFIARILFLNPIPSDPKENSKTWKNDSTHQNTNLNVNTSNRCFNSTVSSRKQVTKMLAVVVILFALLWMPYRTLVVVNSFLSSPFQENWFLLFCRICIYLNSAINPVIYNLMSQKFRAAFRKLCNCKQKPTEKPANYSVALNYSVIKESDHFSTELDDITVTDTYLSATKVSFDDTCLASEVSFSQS
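In this calcium-flux screen, cells bearing human TRHR are dye-loaded with fluo-8, baselined for 10 cycles, then exposed to library compounds; positive kinetic calcium responses during the agonist phase mark hits, with TRH as control.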
D1 agonist: activates the human D1 dopamine receptor; HEK293 T-REx D1 cells, calcium flux, agonist mode; activation, % at 2 µM; 1% of 360,000 active; also: 0% is about no effect
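Tetracycline-induced HEK293 TREx D1 cells, force-coupled to calcium signalling, were dye-loaded with a no-wash calcium kit. Compound was pin-added after a 10 s baseline. Fluorescence was read kinetically at 1 cycle/s for 180 s, with calcium rises flagged as agonism.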
TRHR PAM: allosterically enhances the human TRH receptor; TRHR cells, fluo-8 calcium fluorescence, EC20 TRH enhancement; enhancement, % at 2 µM; 0.66% of 360,000 active; AID 493056; in the data active = enhancement above about 30%; also: 0% is about no effect
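TRHR-expressing cells loaded with fluo-8 calcium dye were read kinetically (ex 480/em 530) during compound addition, then stimulated with an EC20 of TRH (10 nM final). Enhancement of the Gq-mediated intracellular calcium response was scored.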
An asterisk follows results filed as active; / = no result given. Rule as the data show it, unless noted: active = activation above about 30%; inactive = the rest. Compounds were not picked by outcome; about 7.3% have a hit in one of these screens.

SMILES	D2 antag	RXFP1 antagonist	D2 ag	D1 PAM	D1 antagonist	D2 PAM	TRHR agonist	D1 agonist	TRHR PAM
Cn1c(=O)[nH]c(=O)c2c1nc(SCC(=O)Nc1ccccc1)n2Cc1ccccc1	-2.6	/	-0.3	-10.6	0.4	9.3	-0.2	1.2	-2.2
COc1ccc(C(=O)/C=C/c2ccc(OC(=O)c3cc(OC)c(OC)c(OC)c3)cc2)cc1	-10.4	-10.5	-2.3	4.3	-10.8	-22.4	1.8	6.8	1.8
CC(=O)Nc1nc2ccc(S(=O)(=O)N3CCCCC3)cc2s1	-2.1	3.9	0.3	1.2	-6.8	-0.8	1.0	1.2	-3.2
Oc1ccc(CN2CCN(Cc3ccccc3)CC2)c2cccnc12	-0.9	-17.0	1.7	1.1	9.6	-2.7	0.5	1.8	-3.2
CCOc1cccc(C2/C(=C(/O)c3ccc4c(c3)CC(C)O4)C(=O)C(=O)N2Cc2cccnc2)c1 (configuration not stated)	-23.6	0.9	-0.7	4.2	-15.0	2.2	-0.2	-0.4	0.8
CN(C)c1ccc(NC(=O)CCCc2ccccc2)cc1	-3.0	-7.8	-0.8	6.7	7.7	-5.0	0.4	-0.1	-9.9
COc1ccc(-n2c(SCC(=O)O)nc3sc4c(c3c2=O)CCCC4)cc1	12.6	11.2	0.3	-3.8	-15.2	-3.8	-0.9	3.3	5.2
CC1=CC(C)(C)N(C(=O)CSc2nnc(-c3ccc(C)cc3)o2)c2ccc(C)cc21	0.6	/	-0.2	-1.8	8.3	0.3	-0.3	3.8	-6.4
COC(=O)[C@@H]1CCCN1Cc1c(C(=O)N2CCOCC2)nc2c(C)cccn12	-9.6	-0.5	2.0	-1.4	13.3	3.3	1.0	1.1	-0.3
CCOC(=O)Cc1csc(NS(=O)(=O)c2ccc3ccccc3c2)n1	1.1	/	-1.1	-12.1	-5.1	5.6	-1.1	6.9	0.5
CCSc1nnc(Nc2ccccc2)s1	8.7	-5.0	-0.5	3.5	-9.9	6.2	0.1	1.1	1.9
CCN1CCN(S(=O)(=O)c2ccc(Cl)c(C(=O)N(C)Cc3ccccc3)c2)CC1	14.9	5.2	1.0	-0.1	0.4	-7.4	-0.3	1.1	3.8

Taken from above:
`CC(=O)Nc1nc2ccc(S(=O)(=O)N3CCCCC3)cc2s1` @ D1 PAM: 1.2
`CCSc1nnc(Nc2ccccc2)s1` @ D1 antagonist: -9.9

Carrying on.
SMILES	D2 antag	RXFP1 antagonist	D2 ag	D1 PAM	D1 antagonist	D2 PAM	TRHR agonist	D1 agonist	TRHR PAM
COCCNC(=O)c1csc2c1CCCC2	-6.2	-8.2	1.1	0.5	-5.0	5.0	0.2	0.3	-10.3
C=CCn1c(=O)c2ccc(C(=O)NCc3ccccc3)cc2n(Cc2ccc(C)cc2)c1=O	11.8	/	-1.1	-3.6	-30.0*	6.6	-1.8	-1.5	2.6
COc1ccc2c(C)cc(SCc3c(C)noc3C)nc2c1	30.6*	3.2	1.0	4.3	10.7	-5.3	0.2	7.3	-0.7
O=c1c2sccc2n(Cc2cc(=O)n3ccccc3n2)c(=O)n1-c1cccc(C(F)(F)F)c1	/	-0.1	-1.0	0.2	-14.9	-4.3	-1.7	-3.3	1.5
Cc1ncc(C[n+]2ccc(C)c(C)c2)c(N)n1	-12.4	/	0.3	-3.1	9.5	-8.8	0.4	0.4	-4.3
CCOC(=O)N1CCN(C(=O)NC2CCCCC2)CC1	-5.6	-1.9	0.5	-4.6	-8.7	11.8	-0.2	4.9	2.8
CC(=O)n1cc([C@@H]2C=C(C(=O)N3CCOCC3)O[C@H](OCc3ccc(CO)cc3)C2)c2ccccc21	-16.1	/	-0.1	-0.2	-6.5	-7.1	0.2	1.0	2.8
CCn1c(=O)c2sccc2n2c(CCC(=O)Nc3ccc(F)cc3)nnc12	/	/	-1.3	1.0	1.2	/	-1.0	-0.8	-4.8
CCCN(CCC)CCCNC(=O)Cn1ncc2c3ccccc3n(Cc3ccccc3)c2c1=O	/	-2.0	-0.3	-4.2	-5.6	-2.7	0.8	-0.3	3.3
Cc1ccc(S(=O)(=O)N2CCSC2C(=O)O)cc1 (configuration not stated)	-1.4	-5.9	0.3	0.9	-0.2	-5.4	0.5	0.8	-5.0
CCC/C(O)=C1\C(=O)CC(c2ccccc2)CC1=NC(C)C(=O)O (configuration not stated)	-2.4	-3.9	0.4	7.0	-17.5	9.9	0.4	4.0	-5.1
c1ccc2c(c1)ncn2-c1ccc(-c2ccnc3ncnn23)cc1	4.8	0.0	1.2	-5.3	3.8	13.3	0.1	1.2	-2.1
O=C(NCc1ccccc1)c1cc(-c2ccncc2)nc2ccccc12	10.3	-7.5	0.3	-7.5	-7.2	-7.6	-0.7	0.6	3.4
Cc1cccc(NS(=O)(=O)c2ccc3c(c2)OCC(C(=O)N2CCCC2)O3)c1C (configuration not stated)	/	-14.0	0.1	-4.8	-10.6	11.9	0.3	3.7	6.9
O=C(NCCCN1CCN(c2ccccc2F)CC1)C1CCCN(S(=O)(=O)c2cnc[nH]2)C1 (configuration not stated)	64.7*	/	67.9*	-8.6	-53.0*	-18.9	0.4	4.1	10.7
Cc1cc(C)nc(N2N=C(C(C)(C)C)CC2=O)n1	20.7	18.2	-0.1	-3.8	8.9	-6.8	-0.5	0.9	-0.8
Cc1ccc(NS(=O)(=O)c2ccc3[nH]c4c(c3c2)CCCCC4)cc1	/	-25.2	0.8	-4.0	4.5	-3.0	-0.6	1.9	-4.1
O=C(CCN1C(=O)/C(=C/c2ccc3c(c2)OCO3)SC1=S)Nc1ccc(C(=O)O)cc1	-2.8	-36.5	0.2	-0.5	1.5	-2.6	0.9	3.2	17.3
CCc1ccc(NC(=O)C2C3CCC(O3)C2C(=O)O)cc1 (configuration not stated)	-27.3	9.9	1.5	0.6	7.6	4.7	0.0	5.9	-3.0
COc1ccc(NC2=C(Cl)C(=O)N(CCc3ccccc3)C2=O)c(OC)c1	-7.4	4.9	-0.5	-7.7	-28.4	-5.3	-0.4	2.4	-7.4
CCc1nnc(N2C(=N)SCC2=O)s1	-2.6	10.4	0.7	-5.6	0.8	-1.4	1.4	2.4	1.3
COC(=O)[C@]1(Cc2ccccc2)N[C@H](c2ccc(-c3ccccc3)cc2)[C@@H]2C(=O)N(C)C(=O)[C@@H]21	-2.8	/	1.4	0.5	-5.2	16.3	0.7	9.2	2.2
O=C(NCCOc1ccccc1)c1cc(S(=O)(=O)N2CCOCC2)ccc1F	-5.6	3.3	-1.0	-4.4	-4.0	-14.2	-0.5	1.1	-2.7
O=C(NCC1(N2CCCCC2)CCCCC1)c1ccc(S(=O)(=O)N2CCCC2)cc1	-4.0	-11.7	-0.4	5.7	-0.5	-5.4	0.7	0.0	-2.9
O=C(NC(=S)Nc1ccc(Cc2ccncc2)cc1)c1ccccc1Cl	-12.8	-6.4	0.4	-0.8	-12.0	-7.2	0.1	6.1	-5.5
O=C(/C=C/Nc1ccccc1C(F)(F)F)c1ccco1	-2.0	-25.7	0.5	5.3	0.9	6.1	-0.4	3.5	0.5
O=C(CSc1ccc(-c2ccc(F)cc2)nn1)N1CCCCC1	-15.7	0.0	-0.2	3.3	-2.6	-3.9	-0.1	0.6	10.2
CCOC(=O)C1=NN(C(C)=O)C2(CC(=O)N(c3cc(C)cc(C)c3)C2=O)C1 (configuration not stated)	3.2	6.3	-1.0	-3.5	-9.4	0.0	-2.1	5.3	-8.9
CCOc1ccc(NC(=O)c2c(NC(=O)Cc3ccccc3)sc3c2CCC(C)C3)cc1 (configuration not stated)	/	6.9	-0.8	0.1	11.2	-1.5	-0.4	-0.6	6.2
COc1ccc(OCC(=O)Nc2ccc(OC)c(S(=O)(=O)N3CCCCC3)c2)cc1	3.9	-12.8	-0.2	-2.2	-9.6	10.8	0.6	8.3	-3.3
Cc1ccc2nc(-c3ccc(NC(=O)C(C)N4C(=O)c5ccccc5C4=O)cc3)sc2c1 (configuration not stated)	6.5	-4.1	1.7	-2.6	-17.7	-11.5	0.8	0.1	-1.3
COc1ccc(O)c(C2=Nc3ccccc3N=C(c3ccco3)C2)c1	4.4	-1.5	0.7	11.6	5.9	9.4	0.3	-2.3	4.2
COc1cc(/C=C/C(=O)O)cc(S(=O)(=O)Nc2cccc(S(=O)(=O)N3CCOCC3)c2)c1OC	-9.2	3.3	0.0	-1.8	26.0	5.5	-0.3	2.2	0.4
CC(OC(=O)c1cc(=O)c2cc(Cl)ccc2o1)C(=O)N1CCCC1 (configuration not stated)	-3.3	-3.6	-0.2	6.6	11.6	-0.7	-0.3	2.7	3.9
CCCC1=Nc2cc(C(=O)NCCOC)ccc2Sc2ccccc21	/	1.0	0.6	-3.1	-1.2	-0.5	-0.2	3.9	-1.5
Cc1cc(NC(=O)CSc2nc3cc(Cl)ccc3c(=O)n2Cc2ccco2)no1	-12.8	-7.4	0.0	-1.1	0.3	3.7	-0.5	1.4	0.8

Arranged by heavy-atom count (highest first): part of the list above.
SMILES	D2 antag	RXFP1 antagonist	D2 ag	D1 PAM	D1 antagonist	D2 PAM	TRHR agonist	D1 agonist	TRHR PAM
COc1cc(/C=C/C(=O)O)cc(S(=O)(=O)Nc2cccc(S(=O)(=O)N3CCOCC3)c2)c1OC	-9.2	3.3	0.0	-1.8	26.0	5.5	-0.3	2.2	0.4
CCOc1ccc(NC(=O)c2c(NC(=O)Cc3ccccc3)sc3c2CCC(C)C3)cc1 (configuration not stated)	/	6.9	-0.8	0.1	11.2	-1.5	-0.4	-0.6	6.2
Cc1cc(NC(=O)CSc2nc3cc(Cl)ccc3c(=O)n2Cc2ccco2)no1	-12.8	-7.4	0.0	-1.1	0.3	3.7	-0.5	1.4	0.8
CCOC(=O)C1=NN(C(C)=O)C2(CC(=O)N(c3cc(C)cc(C)c3)C2=O)C1 (configuration not stated)	3.2	6.3	-1.0	-3.5	-9.4	0.0	-2.1	5.3	-8.9
COc1ccc(O)c(C2=Nc3ccccc3N=C(c3ccco3)C2)c1	4.4	-1.5	0.7	11.6	5.9	9.4	0.3	-2.3	4.2

Additional results follow.
SMILES	D2 antag	RXFP1 antagonist	D2 ag	D1 PAM	D1 antagonist	D2 PAM	TRHR agonist	D1 agonist	TRHR PAM
COc1ccc(NC(=O)C(c2ccc(C)cc2)N(C)C(=O)c2ccc(=O)[nH]c2)cc1 (configuration not stated)	0.1	19.6	0.5	-2.1	-1.9	3.8	0.2	2.3	-3.9
Cc1cc(C(=O)N2CCN(c3ccc([N+](=O)[O-])cc3)CC2)no1	11.6	-3.7	-0.2	-0.9	-25.6	-7.4	0.4	11.9	4.3
CC12CN3CC(C)(CN(C1)C31C(=O)N(Cc3ccccc3)c3ccccc31)C2=O (configuration not stated)	-8.5	/	-0.3	2.0	9.6	-4.7	0.0	2.6	-5.4
COc1c(Cl)cc(Cl)cc1/C=N/NC(=O)c1nnn(-c2nonc2N)c1CN1CCC(C)CC1	-21.3	-8.6	0.2	-1.6	27.9	-4.2	-0.1	2.2	-5.7
O=C(c1ccccc1[N+](=O)[O-])N1CC2C3C=CC(C3)C2C1 (configuration not stated)	0.9	10.4	-0.6	-2.7	4.0	/	0.5	-0.8	-4.7

Compound activity: PubChem, National Center for Advancing Translational Sciences (NCATS)
